# Assay outcomes (PubChem BioAssay)
# SNCA expr inhib = Primary qHTS assay for inhibitors of alpha-synuclein gene (SNCA) expression | HEK-293 SNCA-luciferase knock-in, luminescence, 24 h | Potency, µM (titrated, usually from 57.2 µM), inactives show at the highest dose activity change, negative = inhibition, usual class: inhibitors | AID 1671194, 2021 | hit rate 0.17% among 140,000;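 also: potency is read from the fitted curve at half-maximal effect; plate controls were DMSO cells for no effect and cell-free wells for full effect; nearly all actives have a fitted effect of over 45% in size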
# IP6K1 inhibitor = Primary qHTS assay for small molecule inhibitors of Inositol hexaphosphate kinase 1 (IP6K1) | Inositol hexakisphosphate kinase 1 (Homo sapiens), Q92551 | AID 1645851, 2021 | activity change, % (series mostly up to about 58 µM) | IP6K1 kinase, ADP-Glo luminescence, 2 h; stronger effect = lower value | hit rate 0.81% among 140,000; in the data active = activity change below about -25%
# Target sequence (Q92551 whole entry, looked up): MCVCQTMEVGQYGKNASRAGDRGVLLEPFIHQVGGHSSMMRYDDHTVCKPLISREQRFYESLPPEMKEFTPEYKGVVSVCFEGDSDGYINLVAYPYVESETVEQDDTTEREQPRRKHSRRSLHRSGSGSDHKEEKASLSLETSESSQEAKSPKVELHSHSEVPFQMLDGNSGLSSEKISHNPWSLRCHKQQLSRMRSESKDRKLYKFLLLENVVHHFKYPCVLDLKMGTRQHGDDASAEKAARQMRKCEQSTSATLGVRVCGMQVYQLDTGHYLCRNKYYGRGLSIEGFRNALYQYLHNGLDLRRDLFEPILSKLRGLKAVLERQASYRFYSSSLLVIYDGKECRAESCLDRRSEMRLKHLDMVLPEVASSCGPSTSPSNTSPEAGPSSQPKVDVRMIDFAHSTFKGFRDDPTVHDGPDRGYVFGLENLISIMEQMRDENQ
#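 ADP-Glo luminescence measures ADP made by human IP6K1 during a 2 h RT reaction with ATP/IP6 (mix at 1.3 mM/130 uM); top library doses 57.5 and 19.1 uM final.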
# GPT2 inh = Primary qHTS assay for inhibitors of Glutamate pyruvate transaminase 2 (GPT2) | hit rate 0.25% among 100,000 | Alanine aminotransferase 2 (Homo sapiens), Q8TD30 | Recombinant GPT2, coupled pyruvate oxidase/HRP Amplex Red fluorescence | Potency, µM (titrated, usually from 57.7 µM), inactives show at the highest dose activity change, negative = inhibition, hits mostly inhibitors | AID 1671188, 2021; also: potency is read from the fitted curve at half-maximal effect; nearly all actives have a fitted effect of over 60% in size; many of its hits are not listed in these tables
# Target sequence (Q8TD30 whole entry, looked up): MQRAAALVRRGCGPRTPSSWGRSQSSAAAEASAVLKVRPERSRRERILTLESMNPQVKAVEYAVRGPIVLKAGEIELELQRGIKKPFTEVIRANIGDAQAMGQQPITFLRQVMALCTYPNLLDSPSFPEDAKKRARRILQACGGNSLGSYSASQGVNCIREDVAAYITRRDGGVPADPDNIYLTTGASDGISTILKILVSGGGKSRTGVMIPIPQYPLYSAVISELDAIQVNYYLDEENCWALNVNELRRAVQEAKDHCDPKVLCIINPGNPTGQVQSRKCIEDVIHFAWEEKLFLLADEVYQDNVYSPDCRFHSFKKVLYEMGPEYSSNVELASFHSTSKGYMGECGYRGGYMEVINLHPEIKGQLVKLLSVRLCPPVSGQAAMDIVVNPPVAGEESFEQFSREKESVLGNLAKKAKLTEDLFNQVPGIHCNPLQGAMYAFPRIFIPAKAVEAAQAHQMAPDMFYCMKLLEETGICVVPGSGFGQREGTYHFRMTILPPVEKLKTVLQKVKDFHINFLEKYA
#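 Fluorescence of coupled pyruvate oxidase/HRP/Amplex Red system (50uM Amplex, 30 min, dark) reports pyruvate formed by GPT2. Enzyme reaction: 10ng/uL GPT2, 2mM L-alanine, 250uM a-KG, 30 min room temperature, pH 7.5; 50uM AOA control.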
# HEK293 viab = GF-AFC viability counterscreen for inhibitors of alpha-synuclein gene (SNCA) expression; hit rate 0.12% among 150,000; HEK-293-SNCA-luc viability, GF-AFC fluorescence, 24 h; AID 1671193, 2021; Potency, µM (top dose mostly 57.1 µM), for the others: at the top dose activity change, negative = cytotoxicity, hits mostly cytotoxic;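 also: potency is read from the fitted curve at half-maximal effect; 0% = DMSO-treated cells and -100% = medium-only wells without cells; nearly all actives have a fitted effect of over 30% in size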
#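 Cytotoxicity counterscreen: after 24 h compound treatment of genome-edited SNCA-luciferase HEK-293 cells, live-cell protease substrate GF-AFC read by fluorescence after 30 min; activity scaled between DMSO (0%) and medium-only (-100%), curves Hill-fitted.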
# NIH3T3 tox = Cytotoxic Profiling in NIH 3T3 Cell Line of Diverse Libraries Using Quantitative High-Throughput Screening; NIH 3T3 viability, CellTiter-Glo ATP luminescence, 48-72 h; Potency, µM (titrated, usually from 96.7 µM), for the others: top-dose activity change, negative = cytotoxicity, actives largely listed as inhibitors; hit rate 4.3% among 94,000; AID 1345082, 2018; also: potency is read from the fitted curve at half-maximal effect; nearly all actives have a fitted effect of over 55% in size
#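 Cytotoxicity was measured by CellTiter-Glo ATP luminescence after 48 or 72 h compound exposure at 37 °C. Mouse NIH 3T3 fibroblasts were seeded at 400 cells/well and dosed by 23 nL pin transfer.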
# HEK293 tox = Cytotoxic Profiling in HEK 293 Cell Line of Diverse Libraries Using Quantitative High-Throughput Screening. HEK 293 viability, ATP luminescence (CellTiter-Glo), 48-72 h. Potency, µM (titrated, usually from 115 µM), without a hit: at the highest dose activity change, negative = cytotoxicity, hits mostly inhibitors. hit rate 6.6% among 94,000. AID 1345083, 2018; also: potency is read from the fitted curve at half-maximal effect; nearly all actives have a fitted effect of over 60% in size
#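 Read-out: CellTiter-Glo ATP luminescence. Cells: HEK 293, 250 cells/well. Exposure: 48 or 72 hr, 37 degree Celsius.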
# Luciferase inh = Firefly luciferase inhibition profiling of diverse chemical library using quantitative high-throughput screening; purified P. pyralis luciferase, luminescence, biochemical; Potency, µM (highest dose often 115 µM), without a hit: at the top dose activity change, negative = inhibition, usual class: inhibitors; hit rate 2.5% among 76,000; also: potency is read from the fitted curve at half-maximal effect; nearly all actives have a fitted effect of over 65% in size
#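 Luminescence read by CCD imager after adding enzyme (10nM final) to wells holding compound, titrated in qHTS. Substrates 10uM each D-luciferin and ATP; buffer 50mM Tris acetate pH 7.5, 10mM Mg acetate, Tween-20, BSA.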
# The depositor's hits bear a star; i = inactive; ? = inconclusive; / = not tested or not shown; [ ] = dose if it differs, or a comment. Unless noted, calls follow the shape of the dose curve; as a rule, active = well fitted curve in the direction sought with a large enough effect; inconclusive = small, poorly fitted or top-dose-only effect, or another doubt; inactive = no such curve, though single readings can be large; an effect the other way counts as inactive or inconclusive. Unless noted, % is scaled to controls: 0 for no effect and ±100 for the full control effect.
SMILES,SNCA expr inhib,IP6K1 inhibitor,GPT2 inh,HEK293 viab,NIH3T3 tox,HEK293 tox,Luciferase inh
Cc1cnc(C(=O)N2CCC(N3C(=O)C4(CCCC4)C3c3scnc3C)CC2)cn1 (centres undefined),-26%,-7,i,2%[12.5 µM],i,3%,7%
CNC(=O)c1cn2c(n1)CN(C(=O)OC)CC2,-18%[87.6 µM],17,-6%[88.5 µM],-2%[87.6 µM],i,i,/
Cc1ccc(OCC(=O)Nc2ccc(-c3nc4ccccc4o3)cc2)c(C)c1,58%[activator],24,/,0%,/,/,/
COc1c(C)c(OCC=C(C)C)cc2c1C(=O)NC2=O,/,-2,i,-8%,/,/,/
Cn1c(CN2CCCCC2)nc2cc(NC(=O)c3ccccc3Cl)ccc21,5%,16,/,-15%,/,/,/
COc1cccc(CN(C)S(=O)(=O)c2cccc(C(=O)NCCF)c2)c1,-21%,0,-2%,5%,-2%,?,1%
CN1CCCC1c1nc(C2CN(C(=O)c3ccsc3)C2)no1 (centres undefined),?,12,2%,5%[12.5 µM],-15%,-15%,-1%
CC(=O)NCc1cn[nH]c1-c1ccc(Cl)cc1,-6%,0,0%,12%,i,10%,3%
COc1cccc(CN2Cc3c(CN(C)Cc4ccccc4)nnn3CCC2=O)c1,-22%[87.6 µM],-14,0%[88.5 µM],1%[87.6 µM],?,2%[172 µM],-4%[172 µM]
Cc1ccc(F)c(C(=O)N[C@H](Cc2ccccc2)C2CC(O)C2)c1Cl (some centres undefined),55%[activator],-34*,?,6%,-10%,-14%,0%
Cc1nc2nc(CNC(=O)OC(C)(C)C)nn2c(C)c1CCC(=O)NCc1ccccc1Cl,13%,-2,/,-1%,/,/,/
COc1ccc(CNC(=O)c2ccc(NC(=O)N3CCSc4ncccc43)cc2)cc1,21%,1,/,1%,/,/,/
O=C(NC1CC1)c1ccc2c(c1)OCCN(c1cccc(OC(F)(F)F)c1)C2,-5%[87.6 µM],-7,i,5%[87.6 µM],?,?,-3%[172 µM]
O=S(=O)(c1ccc2[nH]c3c(c2c1)CCCCC3)N1CCN(c2cccc(Cl)c2)CC1,15%,35,/,9%,/,/,/
Fc1ccccc1CNc1cc(Cl)nc2ccnn12,-13%[87.6 µM],9,?,12%[87.6 µM],?,35µM*,-10%[172 µM]
O=[N+]([O-])c1ccccc1CN1C[C@H](O)C[C@H]1c1nc(-c2ccc(F)cc2)no1,77%[activator][87.6 µM],-8,5%[88.5 µM],-12%[87.6 µM],?,?,50µM*
O=C(O)c1cn2ccnc(-c3ccccc3)c2n1,-29%,7,i,14%,-23%,9%,2%
Cn1nc(C2CCCN(C(=O)CCC3CCCC3)C2)n(Cc2ccccc2)c1=O (centres undefined),-5%,16,i,?,?,-21%,/
O=C(CC1CCOCC1)NCc1cccc(F)c1,?,9,i,1%[12.5 µM],3%,-4%,-5%
COC[C@@H]1CN(C(=O)CCc2c(C)nn(C)c2C)C[C@H]1c1ccncc1,12%,-2,i,-4%,-9%,-11%,-6%
CCCN(C)C(=O)CC1Sc2ncccc2N(CCC)C1=O (centres undefined),?,-8,1%,-2%,-19%,-26%,-7%
NS(=O)(=O)c1ccc(NC(=O)CN2C(=O)COc3ccc(Cl)cc32)cc1,34%[activator],-11,/,?,/,/,/
CCOCCOC1CCN(C(=O)c2ccccn2)CC1,-17%,7,i,1%[12.5 µM],-2%,11%,-9%
O=C(Cc1cccc(Cl)c1)NC1CCN(c2ccnc3ccnn23)C1 (centres undefined),-19%,-9,i,4%,?,?,/
CNC(=O)c1cc(C)nc2onc(C3CCCN([S+](=O)([O-])c4cccs4)C3)c12 (centres undefined),/,2,/,/,1%,i,/

# Further records follow.
SMILES,SNCA expr inhib,IP6K1 inhibitor,GPT2 inh,HEK293 viab,NIH3T3 tox,HEK293 tox,Luciferase inh
COc1ccc(NC(=O)CCC2CCN(S(=O)(=O)c3ccc(C)cc3)CC2)cc1F,9%,8,-6%,-5%,?,-6%,-1%
O=C(NCc1cccc(Cl)c1)c1ccc2c(c1)nc1n2CCOC1,70%[activator],4,/,-4%,/,/,/
CCc1nnc2ccc(NC3CC3)nn12,-2%,13,-11%,1%,-26%,-6%,-9%
CCC(Sc1nc2nccnc2c(=O)n1Cc1ccccc1Cl)C(=O)NC1CCCCC1 (centres undefined),3.5µM*,29,/,?,/,/,/
Cc1cc(NC(=O)c2cc(-c3ccc[nH]3)n[nH]2)ccc1F,69%[activator],22,-9%,-1%,-7%,-12%,?
CNC(=O)c1cnc2sc(N3CCCCCC3)nn2c1=O,130%[activator],-8,/,-9%,/,/,/
Cc1noc(C)c1CCc1nc(C2CCOCC2)n[nH]1,1%,14,i,4%,4%,i,7%
CSc1ccc(/C=C/c2nc3ccccc3n2S(=O)(=O)c2cccc(Cl)c2)cc1,?,-41*,/,-4%,/,/,/
Cc1cccc(-n2nc(-c3c(C)nc4scc(CC(=O)NC(C)C)n4c3=O)cc2C)c1,-1%,28,-4%,6%,-20%,-17%,-6%
CCN(Cc1ccccc1)C(=O)Cn1c(=O)n(Cc2ccccc2)c(=O)c2c1c1cc(OC)ccc1n2C,11%,7,/,2%,/,/,/
CCN(CC)CCOC(=O)c1ccc(Nc2c3c(nc4ccccc24)CCC3)cc1,-11%,-10,/,-34%,/,/,/
COc1ccc(-c2noc(-c3cccn3CC(=O)Nc3ccc(C)cc3Cl)n2)cc1F,3%,8,-4%,-7%,i,1%,2%
COc1ccc(-c2noc(-c3cccn3CC(=O)Nc3ccc(NC(C)=O)cc3)n2)cc1F,32%[activator],32,-13%,7%,i,-15%,4%
O=C(NCc1ccc(F)cc1)NC1CCN(C(=O)N2CC3CC(C2)[C@H]2CCCC(=O)N2C3)CC1 (some centres undefined),-21%,29,3%,0%,i,-2%,-8%
COc1ccc(-c2cccc(C(=O)NCc3ccc(F)cc3)c2)nn1,/,4,/,/,?,89µM*,/
Cn1cnc(S(=O)(=O)N2CCC3(CC2)NCCc2c3[nH]c3ccccc23)c1,?,-2,2%,-4%[12.5 µM],i,?,-1%
CCn1ccc(C(=O)NC2CCN(C(=O)N3CC4CC(C3)[C@H]3CCCC(=O)N3C4)CC2)n1 (some centres undefined),-27%,-1,-1%,1%,i,-4%,1%
O=C(Nc1nnc(SCc2cc(=O)c3ccccc3[nH]2)s1)c1ccccc1,-21%,30,/,-6%,/,/,/
Oc1ccccc1CN1CCC(n2cc(-c3ccc(F)cc3)nn2)CC1,3%,-6,-8%,-3%,-9%,?,0%
COc1ccc(Cl)cc1-n1nnc(-c2nc(-c3ccc4c(c3)OCO4)no2)c1C,22%,1,/,-1%,/,/,/
Cc1cccc(C)c1Nc1c(-c2ccsc2)nc2ccccn12,?,1,/,-23%,/,/,/
O=C(c1ccc2c(c1)N(Cc1ccccc1F)C(=O)c1ccccc1S2(=O)=O)N1CCCCC1,-27%,14,/,-28%,/,/,/
Cc1c(C)n(Cc2ccc(F)cc2)c2ccc(C(=O)N3CCN(c4ccc(Cl)cc4)CC3)cc12,1%,8,/,-6%,/,/,/
Cc1ccc(OCC(=O)N2CCC(c3noc(-c4cnccn4)n3)C2)cc1 (centres undefined),23%,-2,-13%,9%,-20%,0%,-10%
CCS(=O)(=O)Nc1ccc(C)n(CC(=O)NCc2cccc(Br)c2)c1=O,2%,-6,-2%,-2%,-14%,-6%,2%

# Overlap with the part before: 2 entries, followed by the next part.
SMILES,SNCA expr inhib,IP6K1 inhibitor,GPT2 inh,HEK293 viab,NIH3T3 tox,HEK293 tox,Luciferase inh
Cc1ccc(OCC(=O)N2CCC(c3noc(-c4cnccn4)n3)C2)cc1 (centres undefined),23%,-2,-13%,9%,-20%,0%,-10%
CCS(=O)(=O)Nc1ccc(C)n(CC(=O)NCc2cccc(Br)c2)c1=O,2%,-6,-2%,-2%,-14%,-6%,2%
Oc1ccccc1CN1CCOC[C@H]1c1ncc(-c2ccc(C(F)(F)F)cc2)[nH]1,-16%[87.6 µM],-6,i,-10%[87.6 µM],50µM*,71µM*,3%[172 µM]
O=C([C@@H]1C[C@H](Oc2ccccc2)CN1C(=O)C1(c2ccccc2)CC1)N1CCCC1,35%[activator],32,1%,-10%,-22%,-18%,-6%
CN(Cc1cccc(CCN)c1)Cc1cnn(-c2ccc(F)cc2)c1,32%[activator],-1,i,?,45µM*,?,10%
Cc1ccc(C(=O)NCc2nnc3cc(-c4nc(C(C)C)no4)ccn23)cc1,7%,6,i,5%,i,4%,0%
CCOc1ccc(CCNC(=O)c2nn(C)c3c2CSc2ccc(C)cc2-3)cc1OCC,?,-1,/,-2%,/,/,/
CCOc1ccccc1CN1CCC2(CCN(C(=O)c3ccc(OC)cc3)CC2)Oc2ccccc21,19%,4,-18%,4%,-11%,-9%,-8%
CSc1ccc(CCNC(=O)c2ccc(CS(=O)Cc3ccc(Cl)cc3)o2)cc1 (centres undefined),?,8,/,-14%,/,/,/
Cc1cccc(NC(=O)Cn2ccn3nc(-c4ccc(F)cc4)c(CO)c3c2=O)c1C,28%,22,-2%,-20%,-20%,-27%,-2%
CC(NC(=O)c1coc(COc2ccc3c(c2)OCO3)n1)c1ccc2[nH]ccc2c1 (centres undefined),9%,-2,i,3%,?,?,-9%
COCCn1c(=O)c2c(n1Cc1ccccc1)CN(C(=O)Cc1ccc3c(c1)OCO3)CC2,-23%,-2,i,-4%,?,0%,-10%
CCOC(=O)c1c(C)[nH]c(CCC(=O)Nc2ccc(C)c(F)c2)c1C,-23%,5,/,-2%,/,/,/

# Entries from the list above that contain two or more sulfur atoms:
SMILES,SNCA expr inhib,IP6K1 inhibitor,GPT2 inh,HEK293 viab,NIH3T3 tox,HEK293 tox,Luciferase inh
CNC(=O)c1cc(C)nc2onc(C3CCCN([S+](=O)([O-])c4cccs4)C3)c12 (centres undefined),/,2,/,/,1%,i,/
CSc1ccc(/C=C/c2nc3ccccc3n2S(=O)(=O)c2cccc(Cl)c2)cc1,?,-41*,/,-4%,/,/,/
O=C(Nc1nnc(SCc2cc(=O)c3ccccc3[nH]2)s1)c1ccccc1,-21%,30,/,-6%,/,/,/
CSc1ccc(CCNC(=O)c2ccc(CS(=O)Cc3ccc(Cl)cc3)o2)cc1 (centres undefined),?,8,/,-14%,/,/,/
